PAFAH1B2 inh: blocks human PAF acetylhydrolase 1b catalytic subunit 2; inhibition, % at 3.39 µM; P68402; recombinant PAFAH1B2, FP-rhodamine activity probe, fluorescence polarization; 340,000 tested, 1.2% active;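 active = inhibition above the mean of all tested compounds plus 3 SD, cut at about 24% in these data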;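 note: 0% = enzyme with DMSO and 100% = wells lacking PAFAH1B2; many of its hits are not listed in these tables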
Target sequence (P68402 whole entry, looked up): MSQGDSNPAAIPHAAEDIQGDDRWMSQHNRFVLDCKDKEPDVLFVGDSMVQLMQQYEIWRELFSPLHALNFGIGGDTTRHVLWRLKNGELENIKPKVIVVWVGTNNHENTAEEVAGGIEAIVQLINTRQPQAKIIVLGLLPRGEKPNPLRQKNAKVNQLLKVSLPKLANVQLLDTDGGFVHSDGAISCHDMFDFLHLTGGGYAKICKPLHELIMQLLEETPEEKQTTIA
Fam108B counter: Fam108B inhibition, counter-screen for RBBP9 inhibitors; 300,000 tested, 0.33% active; recombinant Fam108B, FP-Rh probe fluorescence polarization; inhibition, % at 9.51 µM;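 active = inhibition above the screen mean inhibition plus 3 SD, computed separately per campaign, cut at about 18% in these data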;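 note: inhibitors lower polarization as less probe binds the enzyme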
AHR act: activators of human aryl hydrocarbon receptor; P35869; AHR-responsive luciferase reporter cells, luminescence; activation, % at 5 µM; 320,000 tested, 2.5% active; AID 2796; in the data active = activation above about 47%;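 note: 0% = vehicle wells and 100% = reference agonist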
pPAFAH inh: inhibitors of human plasma PAF acetylhydrolase (pPAFAH); Q13093; recombinant pPAFAH, FP-rhodamine probe fluorescence polarization; inhibition, % at 3.39 µM; 330,000 tested, 1.5% active; AID 463082;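 active = inhibition above the mean inhibition across the screen plus 3 SD, cut at about 25% in these data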;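 note: inhibitors block binding of the rhodamine activity-based probe so polarization drops; 0% = enzyme with DMSO and 100% = wells lacking pPAFAH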
PME-1 primary: blocks human protein phosphatase methylesterase 1; 320,000 tested, 0.53% active; AID 2130; Q9Y570; recombinant PME-1, FP-Rh probe fluorescence polarization; inhibition, % at 5.9 µM;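 active = inhibition above the campaign mean of all compounds plus 3 SD, cut at about 26% in these data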;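 note: competitive labeling of PME-1 active site by serine hydrolase directed probe; 0% = PME-1 with DMSO and 100% = wells lacking PME-1 enzyme; inhibitors block probe labeling so polarization falls and inhibition rises; many of its hits are not listed in these tables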
BCLXL inh: inhibitors of human Bcl-xL | GST-Bcl-xL / FITC-Bim BH3 peptide fluorescence polarization | Q07817 | AID 2129 | 320,000 tested, 0.7% active | inhibition, % at 10.9 µM;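 active = inhibition above the mean of all tested compounds plus 3 SD, cutoff set per campaign, cut at about 30% in these data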;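 note: 0% = DMSO wells and 100% = unlabeled Bim-BH3 peptide competitor; inhibitors lower millipolarization by displacing the labeled peptide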
GLD-1 RNA inh: GLD-1-TGE RNA interaction inhibition (C. elegans) | Q17339 | purified GLD-1 + fluorescein TGE RNA, fluorescence polarization | inhibition, % at 5.96 µM | 320,000 tested, 0.44% active;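 active = percent inhibition above a per-plate cutoff, the plate mean of test compounds plus 3 SD, cut at about 30% in these data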;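 note: 0% = DMSO wells with GLD-1 and probe and 100% = wells lacking GLD-1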
Target sequence (Q17339 whole entry, looked up): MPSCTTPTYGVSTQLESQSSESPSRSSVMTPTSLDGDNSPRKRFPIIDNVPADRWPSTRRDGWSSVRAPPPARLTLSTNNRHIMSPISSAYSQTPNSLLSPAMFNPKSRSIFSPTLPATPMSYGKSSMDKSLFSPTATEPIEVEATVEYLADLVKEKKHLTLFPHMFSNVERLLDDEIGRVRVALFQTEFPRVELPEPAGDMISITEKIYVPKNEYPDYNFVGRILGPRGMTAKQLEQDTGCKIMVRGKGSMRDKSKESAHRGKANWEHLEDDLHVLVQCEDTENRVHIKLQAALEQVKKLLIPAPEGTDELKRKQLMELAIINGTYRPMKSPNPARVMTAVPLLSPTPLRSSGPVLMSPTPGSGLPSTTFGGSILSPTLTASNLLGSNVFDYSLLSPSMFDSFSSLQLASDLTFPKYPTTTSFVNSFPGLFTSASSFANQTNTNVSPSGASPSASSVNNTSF
MCL1 BIM primary: MCL1-BIM-BH3 interaction inhibition (human) | AID 2057 | GST-MCL1 / FITC-Bim-BH3 fluorescence polarization | 320,000 tested, 0.68% active | inhibition, % at 10.9 µM | Q07820;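 active = inhibition above the mean inhibition of all tested compounds plus 3 SD, set per campaign, cut at about 40% in these data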;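 note: 0% = DMSO wells and 100% = unlabeled Bim-BH3 peptide control; higher means more loss of mP so more displacement of Bim peptide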
Target sequence (Q07820 whole entry, looked up): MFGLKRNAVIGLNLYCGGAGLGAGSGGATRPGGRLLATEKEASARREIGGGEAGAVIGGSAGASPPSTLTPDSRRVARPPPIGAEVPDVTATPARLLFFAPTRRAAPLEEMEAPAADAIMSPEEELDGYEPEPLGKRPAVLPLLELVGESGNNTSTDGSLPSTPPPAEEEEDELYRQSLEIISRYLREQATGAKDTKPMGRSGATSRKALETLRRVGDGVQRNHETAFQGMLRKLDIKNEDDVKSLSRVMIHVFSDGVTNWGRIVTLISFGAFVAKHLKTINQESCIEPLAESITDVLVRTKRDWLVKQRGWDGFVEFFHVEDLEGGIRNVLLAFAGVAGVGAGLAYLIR
MEX-5 binding: C. elegans MEX-5 TCR-2 RNA binding activity; MEX-5/FITC-TCR2 RNA binding, fluorescence polarization; active compounds read low; activity score (negative = inhibition of binding), % at 10 µM; 300,000 tested, 0.38% active; AID 1832;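 active = inhibition past about -25% in most replicates, and total fluorescence under double the plate's negative control median, limit read from the data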;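 note: 0% = DMSO and -100% = 5 µM competing unlabeled TCR2 RNA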
Numbers without * were called inactive; . = no result given. Some of the compounds tested; count on the stated rates, not on these rows.

SMILES	PAFAH1B2 inh	Fam108B counter	AHR act	pPAFAH inh	PME-1 primary	BCLXL inh	GLD-1 RNA inh	MCL1 BIM primary	MEX-5 binding
COc1ccc(OC(=O)CCc2c[nH]c3ccccc23)cc1	-1	1	3	8	9	-5	-1	-21	1.6
O=C1c2ccccc2-c2nnc(-c3ccc(F)cc3)cc21	5	-2	-8	-2	4	-1	-9	-4	0.4
O=S(=O)(c1ccccc1Cl)N1CCC(O)(c2cccnc2)CC1	1	-3	0	5	-7	6	-2	1	1.3
NC(=O)CN1CCN(c2nc(-c3ccc(F)cc3)cs2)CC1	-7	4	6	3	1	-3	-5	-4	4.5
CCN(CC)C(=O)CNC(=S)N(CCCN1CCOCC1)Cc1cccs1	2	-3	3	3	0	0	-3	5	-0.6
COc1ccc(CC(=O)Nc2cccc(-c3ccc4nncn4n3)c2)cc1OC	-1	-3	25	1	-1	0	2	3	-0.4
CCOC(=O)CNC(=O)CNC(=O)c1nn(-c2ccc(OC)c(Cl)c2)c(=O)c2ccccc12	-3	3	5	4	0	8	5	4	-1.6
O=C(CC(=O)N/N=C/c1ccc(F)cc1)N/N=C/c1ccc(F)cc1	4	3	-2	3	-2	0	-4	-4	0.0
COc1ccc(CCN=C(NS(=O)(=O)c2ccc(Cl)cc2)c2ccccc2)cc1	.	-1	-1	-3	-6	4	3	6	-1.0
O=C(Nc1cccc(Cl)c1)Nn1cnnc1	8	-2	1	-1	3	3	0	-1	0.2

Compound profiles (already shown). Order of values: PAFAH1B2 inh	Fam108B counter	AHR act	pPAFAH inh	PME-1 primary	BCLXL inh	GLD-1 RNA inh	MCL1 BIM primary	MEX-5 binding
`COc1ccc(CCN=C(NS(=O)(=O)c2ccc(Cl)cc2)c2ccccc2)cc1` as listed: .	-1	-1	-3	-6	4	3	6	-1.0
`O=C(Nc1cccc(Cl)c1)Nn1cnnc1` as listed: 8	-2	1	-1	3	3	0	-1	0.2

Following part
SMILES	PAFAH1B2 inh	Fam108B counter	AHR act	pPAFAH inh	PME-1 primary	BCLXL inh	GLD-1 RNA inh	MCL1 BIM primary	MEX-5 binding
COc1ccccc1C1C(C#N)=C(N)Oc2cc(C)n(Cc3ccccn3)c(=O)c21 (configuration not stated)	-1	-1	1	2	-3	6	2	3	-1.0
CCN(CC(=O)Nc1ccc(NC(C)=O)cc1)CC(=O)Nc1ccc(Cl)c(Cl)c1	8	0	3	-2	-1	6	-1	10	-1.8
Cc1ccccc1CC(=O)Nc1ccon1	8	4	3	5	2	-3	3	-1	1.8
CCOc1ccc(C(=O)Nc2ccc(S(=O)(=O)N3CCN(C)CC3)cc2)cc1	0	-4	-1	8	1	2	-1	6	-0.1
Cc1ccc2ncnc(Oc3ncccc3[N+](=O)[O-])c2c1	-8	5	7	7	5	11	2	10	-1.3
Cc1nc(CCNC(=O)C2CCC(=O)N(Cc3cccc(F)c3)C2)sc1C (configuration not stated)	1	0	-1	1	1	0	-2	3	-1.4
Cc1cc(C(=O)N2CCCC(Nc3ccc(C(C)C)cc3)C2)nn1C (configuration not stated)	4	3	28	5	-1	1	-11	9	1.9
Cc1oc2ccc(NS(=O)(=O)c3cccc4cccnc34)cc2c1C(=O)OC(C)C	-7	-12	1	-5	-9	-5	1	0	-0.6
C(=N\n1cnnc1)/c1ccc(OCc2ccccc2)cc1	4	5	-1	2	2	1	2	9	-4.0
CCCCCCCCn1c(N2CCN(c3cccc(Cl)c3)CC2)nc2c1c(=O)[nH]c(=O)n2C	3	1	2	3	5	0	6	3	0.7
NC(=O)C1CCN(C(=O)CCSCc2ccc(Cl)c(Cl)c2)CC1	8	3	5	11	0	1	-4	-7	-0.1
Cc1ccc(N2CC(C(=O)N3CCC(C(=O)Nc4cccc(Br)c4)CC3)CC2=O)cc1 (configuration not stated)	3	-2	-1	-3	-2	0	2	-1	-1.3
COc1ccc(/C=C/C(=O)Nc2ccc(OC)nc2)cc1	-2	-1	-2	3	-32	6	-1	8	0.3
C/C(=N\NC(=O)c1cccc(S(=O)(=O)Nc2ccccc2Cl)c1)c1ccc(-n2ccnc2)cc1	2	-5	27	13	-10	11	1	9	-4.2
CSc1nsc(SC)c1C(=O)N1CCN(S(=O)(=O)c2ccc(C)cc2)C1C(C)C (configuration not stated)	2	-2	3	-4	1	-1	2	0	-1.3
CN1CCN(C(=S)c2ccc(Cl)cc2)CC1	0	-2	0	2	1	3	0	0	-2.4
O=C(CC1C(=O)NCCN1Cc1ccoc1)NCCc1ccc(Cl)cc1 (configuration not stated)	8	0	7	0	3	3	4	0	1.8
CCn1c(C(=O)O)c(CC(=O)Nc2ccccc2OC)c2ccccc21	3	0	1	7	-5	6	-4	-5	-3.7
CC(C(=O)NCCN1CCOCC1)(c1ccccc1)c1ccccc1	2	4	-2	0	-5	2	7	3	-2.3
OC1(c2ccc(F)cc2)CSC(=Nc2cccnc2)N1Cc1ccco1 (configuration not stated)	14	-4	3	-2	-4	4	0	0	1.3
COCCN(CC1CCCN(C2Cc3ccccc3C2)C1)C(=O)CSC (configuration not stated)	2	-3	14	-2	-3	5	4	14	-0.7
CC(C)(C)c1ccc(C(=O)NNC(=S)NCc2ccco2)cc1	8	2	3	8	-2	-3	5	-4	-1.2
COc1ccc(NC(=O)c2nc3nc(C)cc(C(F)F)n3n2)cc1OC	-1	-4	8	1	-4	0	3	-7	0.2
COc1ccc(C(CCN2CCOCC2)c2c(O)cc(OC)cc2OC)cc1 (configuration not stated)	3	3	0	0	-2	5	12	5	1.6
COc1ccc2[nH]c3nc(SCC(=O)NNC(=O)c4ccc(OC)c(OC)c4)nnc3c2c1	9	-1	2	-18	-2	3	0	14	-1.0
O=C(NCSc1ccccc1)c1ccccc1	9	9	12	-1	6	4	-4	1	-0.8
CCCn1c(C)cc(C(=O)COC(=O)c2nccnc2N)c1C	0	-3	0	0	-1	6	1	-3	0.9
CCc1ccc(-c2nc(CS(=O)CC(=O)NCCc3ccccc3)c(C)o2)cc1 (configuration not stated)	5	-2	10	12	2	0	-6	0	-1.4
Cc1ccc2c(C)c(C(=O)N(C)Cc3nccn3C)oc2c1C	-3	2	17	3	4	1	2	-3	0.6
CN1CCN(C(=O)Nc2ccc3c(c2)N(C)C(=O)c2ccccc2S3)CC1	-7	1	8	5	2	0	1	-9	-0.6
CCC(C)NCCOCCOc1ccc(F)cc1 (configuration not stated)	-5	-3	2	0	0	2	-9	3	-0.4
COc1ccc(-n2nc(C(=O)NCC(=O)NCCN(C)C)c3ccccc3c2=O)c(OC)c1	2	0	2	5	4	7	7	9	-1.8
CC1CCCC(C)N1/N=C/c1ccc(O)cc1 (configuration not stated)	-4	5	5	3	-1	0	-5	-5	-0.7
CSCCC(NC(=O)C1CCC(C)CC1)C(=O)OCC(=O)c1ccc(Cl)cc1 (configuration not stated)	4	-1	-1	-3	3	2	0	-4	2.2
O=c1c2c(-c3ccco3)csc2nc(SCc2cn3cccnc3n2)n1-c1ccccc1	2	-13	-6	18	-20	4	-7	7	0.5
O=C(c1noc2c1CCCCC2)N1CCOCC1	1	6	-1	-3	0	2	-2	0	1.3
NCCSC1CC(=O)N(Cc2ccc(F)cc2)C1=O (configuration not stated)	-1	2	-1	1	-3	6	4	7	-0.1
O=C(CSc1nc2ccccc2c(=O)n1Cc1ccc(Cl)cc1)NCc1cccs1	-2	-3	0	2	2	0	0	2	-1.9
CCCNC(=O)[C@@H]1CCCN1C(=O)C1CCN(S(=O)(=O)c2ccc(C)cc2)CC1	1	2	-1	4	15	3	0	-2	-0.3
CCC1CCCCN1CCCNC(=O)CN1C(=O)CSc2ccc(S(=O)(=O)N3CCOCC3)cc21 (configuration not stated)	0	0	0	6	-5	4	7	4	-0.7
CCSC1=NCCN1S(=O)(=O)c1ccccc1	-3	3	-3	5	-2	4	4	-2	0.1
O=C(c1cc(S(=O)(=O)N2CCN(c3ccccc3)CC2)ccc1Cl)N1CCCCCCC1	6	-1	1	32*	18	-2	0	-3	3.9
CCOc1ccc(NC(=O)COC(=O)c2cc(C)oc2C)cc1	1	.	0	0	.	.	0	.	.
COc1ccc(-c2cn(-c3ccc(OC)cc3)c3[n+]2-c2ccccc2CC3)cc1	1	1	14	-6	-3	1	1	0	0.2
Cc1ccc(NC(=O)OCc2cncs2)cc1	2	0	14	1	4	-2	3	3	4.1
O=C(O)c1ccccc1CSc1ncccc1C(=O)O	3	2	0	4	-2	4	5	7	.
CC1CCN(CCC(=O)Nc2ccc3c(c2)OCCO3)CC1	.	3	1	-2	4	0	3	-1	1.1
CC(C)OP(=O)(c1ccc(N(C)C)cc1)C(O)c1ccccc1 (configuration not stated)	4	-3	-2	3	-5	5	4	2	1.5
COc1ccc(OC)c2c(C)c(C)[nH]c12	5	2	5	13	6	1	-8	-7	-1.3
COc1cc(/C=C2\C(=N)N3N=CSC3=NC2=O)ccc1OS(=O)(=O)c1ccccc1[N+](=O)[O-]	-4	1	5	6	1	5	-1	-2	1.0

Additional structures
SMILES	PAFAH1B2 inh	Fam108B counter	AHR act	pPAFAH inh	PME-1 primary	BCLXL inh	GLD-1 RNA inh	MCL1 BIM primary	MEX-5 binding
O=C(Nc1cccc(-c2nc3ncccc3o2)c1)c1sc2cc(Cl)ccc2c1Cl	-3	-7	4	-4	-6	-1	0	-2	-2.6
CCOC(=O)CN1C(=O)N[C@@H](c2cccc(C(F)(F)F)c2)C(C(=O)OC)=C1C	4	0	-1	0	1	3	4	-1	0.1
COc1cc(NC(=O)Nc2ccc(Cl)c(Cl)c2)c(C(=O)O)cc1OC	25*	5	9	30*	18	0	0	2	-1.5
NC(=O)C1CCN(c2ccc(S(=O)(=O)N3CCCCC3)cc2[N+](=O)[O-])CC1	14	.	-1	5	.	.	-4	.	.
CCCCCCCCCCOC(=O)C[N+](C)(C)CC1CCCCC1O (configuration not stated)	-2	-2	-2	4	2	1	9	-5	1.0
COc1ccc(Br)cc1/C=N/N1C(=O)CSC1=S	4	-7	49*	20	1	3	-5	2	-0.2
Cc1noc(C)c1COC(=O)C1CCN(S(=O)(=O)c2c(Cl)cccc2Cl)CC1	-2	-2	-3	10	5	6	-5	-4	0.4
COc1ccc(CNC(=O)C(C)OC(=O)CO/N=C(\C)c2ccc3c(c2)OCO3)cc1 (configuration not stated)	1	0	3	6	-1	-8	7	-7	-1.0
CCCc1nc(SCC(=O)Nc2ccccc2)c2c(=O)n(C)c(=O)n(C)c2n1	5	-2	3	5	-1	0	-1	-2	0.2
CCOC(=O)[C@@H]1[C@H]2COc3ccc(Br)cc3[C@@H]2N2C(=O)N(c3ccc(C)cc3)C(=O)[C@]12C	1	1	0	8	1	5	5	3	-1.1
NS(=O)(=O)c1cc(C(=O)NNC(=O)c2ccc3c(c2)OCO3)ccc1Cl	3	.	1	-4	.	.	4	.	.
COc1ccccc1N(Cc1ccccc1)S(=O)(=O)c1cccc(C(=O)Nc2ccc(C(C)=O)cc2)c1	-12	-15	13	-7	-27	7	1	3	-1.0
CCC(=O)NC(=S)Nc1ccc(NC(=O)COc2ccc(Cl)cc2Cl)cc1	-3	-11	4	2	-17	-3	3	3	4.6
C=CCC1(C#N)C(SC)=NC2=C(C(=O)CC(C)(C)C2)C1c1ccc(Br)cc1 (configuration not stated)	4	-6	-1	3	-2	4	0	-6	-0.7
Cc1cccc(/C=N/NC(=O)c2cc(-c3cccnc3)nc3ccccc23)c1	0	-1	14	3	1	9	2	9	2.4
COC(=O)c1ccc(CSc2nc3ccccc3c(=O)n2-c2ccccc2)o1	4	1	-1	5	-7	1	6	1	2.1
O=C(CN1CCCCC1)N/N=C/c1cc2ccccc2nc1Cl	1	4	1	1	-4	2	2	1	-10

Screens from PubChem BioAssay.
